ST2 inh: inhibitors of human ST2 (IL1RL1) binding to IL-33, primary screen, biochemical, AlphaLISA; Interleukin-1 receptor-like 1 (Homo sapiens), Q01638; 2.3% of 78,000 active; AID 1259354, 2018; AlphaLISA ST2-Fc/biotin-IL-33 interaction, 1 h; inhibition, % for hits at 17 µM; in the data active = inhibition above about 30%; inconclusive = mostly about 10% to 28%
Target sequence (Q01638 whole entry, looked up): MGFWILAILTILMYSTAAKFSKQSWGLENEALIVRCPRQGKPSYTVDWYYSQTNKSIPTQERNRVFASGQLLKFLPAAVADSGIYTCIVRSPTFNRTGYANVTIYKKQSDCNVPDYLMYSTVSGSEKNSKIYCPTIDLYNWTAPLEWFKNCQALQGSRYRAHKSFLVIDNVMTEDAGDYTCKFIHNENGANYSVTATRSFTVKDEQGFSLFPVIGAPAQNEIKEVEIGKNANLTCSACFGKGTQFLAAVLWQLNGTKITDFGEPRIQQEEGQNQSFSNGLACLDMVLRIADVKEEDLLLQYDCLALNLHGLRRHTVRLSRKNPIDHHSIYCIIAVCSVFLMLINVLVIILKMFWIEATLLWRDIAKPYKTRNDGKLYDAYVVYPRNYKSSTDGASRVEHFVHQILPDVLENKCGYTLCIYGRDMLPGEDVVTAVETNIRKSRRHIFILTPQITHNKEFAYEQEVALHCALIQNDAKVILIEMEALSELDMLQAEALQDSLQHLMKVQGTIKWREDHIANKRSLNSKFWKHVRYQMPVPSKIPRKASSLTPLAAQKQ
* hit, by the source's call; i = inactive; ? = inconclusive.

SMILES	ST2 inh
Cc1ccc(-n2c(SCC(=O)Nc3cc(C)on3)nc3c(c2=O)SCC3)cc1	i
COc1ccc(Cl)cc1NC(=O)C1CC=CCC1C(=O)O (stereo not given)	i
CC(=O)N1c2ccccc2NC2=C(C(=O)CCC2)C1c1ccco1 (stereo not given)	i
O=S(=O)(Cc1noc([C@@H]2C[C@@H](O)CN2Cc2ncc[nH]2)n1)c1ccc(F)cc1	?
Cc1ccc2cc3cc(C(=O)N4CCN(C)CC4)sc3nc2c1	i
O=S(=O)(c1ccccc1)N1CCCc2ccccc21	i
Cn1c(=O)cc(SCC(=O)Nc2ccc3c(c2)OCO3)c2ccccc21	i
N#Cc1cccc(CN2C[C@H](O)C[C@H]2c2nc(-c3ccc(F)cc3)no2)c1	?
COc1ccc(C(=O)Nc2c3c(nn2-c2ccc(OC)cc2)CSC3)cc1	?
CSc1ncccc1C(=O)N(C)Cc1nc(C)no1	i
O=C(CCc1ccc(-c2ccc(Cl)cc2)[nH]1)N1CCCn2cncc2C1	i
O=C(NCCc1ccccc1)Nc1cccc(Cl)c1	i
COc1ccc(C2CC(=O)C3=C(C2)Nc2ccccc2NC3c2ccc(Cl)c([N+](=O)[O-])c2)cc1 (stereo not given)	?
O=C(Nc1c(C(=O)Nc2ccccc2F)oc2ccccc12)c1ccc2c(c1)OCO2	i
COCCNc1nc2c(c(=O)n(C)c(=O)n2C)n1Cc1c(Cl)cccc1Cl	i
Cc1cc(F)c(F)c(C(=O)Nc2cccc(F)c2)c1	i
O=C(CSc1c2c(nc3cc(Cl)ccc13)CCCC2)NCc1ccccn1	i
Nc1nc(C23CC4CC(CC(C4)C2)C3)cs1	?
COc1cc2c(C(=O)Nc3ccc4c(c3)OCO4)cn(CC(C)C)c(=O)c2cc1OC	i
O=C(NCCN1CCN(c2ccccc2F)CC1)c1ccc2nc3ccc(Cl)cc3c(=O)n2c1	i
CN(C)CCN1C(=O)C(O)=C(C(=O)c2cccs2)C1c1ccccc1F (stereo not given)	i
CN(C)Cc1c(O)ccc2c(=O)c(-c3ccccc3)coc12	i
COc1cc(C(=O)NCCSc2c[nH]c3ccccc23)cc(OC)c1OC	?
CN(C(=O)c1nc2ccccc2[nH]c1=O)C1Cc2ccccc2C1	i
C=CCSc1nnc(-c2ccncc2)o1	?

In the list so far, 2 contain a furan ring, fused or not.
SMILES	ST2 inh
CC(=O)N1c2ccccc2NC2=C(C(=O)CCC2)C1c1ccco1 (stereo not given)	i
O=C(Nc1c(C(=O)Nc2ccccc2F)oc2ccccc12)c1ccc2c(c1)OCO2	i

Next section
SMILES	ST2 inh
O=C(Nc1cccnc1)C1CCN(c2ccc(-c3cccs3)nn2)CC1	?
CN1CCC(N(Cc2ccncc2)C(=O)Nc2ccc3c(c2)OCO3)CC1	?
O=C(Nc1cccnc1)c1cc(-c2ccc3c(c2)OCO3)on1	i
CCN1CCN(C(c2cccs2)C(C)NS(=O)(=O)c2ccc(Cl)cc2)CC1 (stereo not given)	i
Cc1nc2cc(NC(=O)CN3C(=O)c4ccccc4C3=O)ccc2n1-c1ccccc1	i
O=C(c1cccnc1)N1CCC(C2CCN(Cc3cccc(F)c3F)CC2)C1 (stereo not given)	i
C=CCn1c(SCC(=O)N2CCOCC2)nc2sc3c(c2c1=O)CCC3	?
CCC(C)NC(=O)CN1C(=O)/C(=C\c2ccc(C(F)(F)F)cc2)Sc2ccccc21 (stereo not given)	i
CNCC(O)CN1CCN(c2ccc([N+](=O)[O-])cc2)CC1 (stereo not given)	i
O=C(NC1CCCc2ccccc21)C1CCN(S(=O)(=O)c2cccc3cccnc23)CC1 (stereo not given)	i
Cc1ccc(NC(=O)O[C@@H]2CO[C@H]3[C@@H]2OC[C@@H]3Nc2nccc(-c3ccccc3)n2)cc1	i
Nc1nonc1-c1noc(-c2sc3ccccc3c2Cl)n1	i
CC(=O)N1CCc2c(sc(NC(=O)c3ccc(N(C)C)cc3)c2-c2nc3ccccc3s2)C1	i
Cc1ccc(NC(=O)CSc2nc3c(c(=O)n2-c2ccccc2)SCC3)cc1	?
CCS(=O)(=O)c1ccc(O)c(NC(=O)COc2cccc(C)c2)c1	i
CCC(=O)NCCCc1nc2ccccc2n1CC	i
Cc1nn(Cc2ccc(Cl)cc2)c(C)c1NC(=O)CCCn1nc([N+](=O)[O-])c(Cl)c1C	i
COc1ccc(NC(=O)C(NS(=O)(=O)c2cccs2)C(C)C)cc1 (stereo not given)	i
COc1ccc(Br)cc1CNC(=O)Cc1c(C(=O)O)[nH]c2ccc(Cl)cc12	i
COc1ccc(OC)c(NC(=O)c2cccc([N+](=O)[O-])c2)c1	i
Cc1ccc(Cl)cc1N1CCN(C(=O)c2cccn3c(=O)c4c(C)c(C)sc4nc23)CC1	i
CC(C)[N+](C)(CCOC(=O)C1c2ccccc2Oc2ccccc21)C(C)C	i
O=C(NCc1c(F)cc(F)cc1F)c1ccc2c(c1)N(Cc1ccccc1)C(=O)CS2	i
CN(CC(=O)NC1CCCC1)S(=O)(=O)c1ccc2c(c1)CCC(=O)N2	i
CC(C)CSc1nc2c(cnn2-c2ccc(F)cc2)c(=O)[nH]1	?
Next section
SMILES	ST2 inh
CO[C@@H]1CO[C@H]2[C@@H]1OC[C@@H]2NC(=O)Nc1cccc(C(F)(F)F)c1	i
COc1cccc2cc(-c3nc4ccc(Cl)cc4c(=O)[nH]3)c(=O)oc12	i
COc1ccc(-c2ccc(CN3CCN(C)CC3)cn2)cc1C	i
Cc1ccc(N(C(=O)C(Cl)(Cl)Cl)C2C=CS(=O)(=O)C2)cc1 (stereo not given)	i
COc1cc(C2C3=C(CCCC3=O)NC3=C2C(=O)CCC3)cc(I)c1O	i
Cn1nc(C(=O)NCc2ccccc2)c2c1CCN(C(=O)CCC1CCCCC1)C2	i
NC(=O)c1ccc2c(c1)C1c3ccccc3C2c2ccccc21	i
O=C(CSc1n[nH]c(-c2ccco2)n1)c1ccc(F)cc1	i
NS(=O)(=O)CCCC(=O)N1CCOC(C(F)(F)F)C1 (stereo not given)	i
CC(=O)NCCOc1ccc(C(=O)N2C[C@@H]3C4CCC(CC4)[C@@H]3C2)cc1	i
CCOc1ccc(-n2c(SCC(=O)N3CCCCC3)nc3c(c2=O)SCC3)cc1	i
O=C(Nc1cccc2ccccc12)O[C@@H]1CO[C@H]2[C@@H]1OC[C@@H]2NS(=O)(=O)c1ccc2ccccc2c1	?
CC(=O)N1C(=O)C2(Nc3ccccc3N2)c2ccccc21	i
Cc1cc(NC(=O)/C=C\c2ccc3c(c2)OCO3)nc2c1c(=O)oc1ccccc12	43.0%*
Cc1ccc(-n2c3c(cc(C(=O)Nc4cccc(C)n4)c2=O)C(=O)CC(C)(C)C3)cc1	i
COc1ccccc1-n1cc(CN2CC(=O)N(Cc3cccnc3)CC(OC)C2)cn1 (stereo not given)	?
CCOCCCNC(=O)c1cn(CC)c2ccc(S(=O)(=O)N3CCCC3)cc2c1=O	i
Cc1ccc(C(=O)Nc2ccc(Nc3nc(C)cc(N(C)C)n3)cc2)cc1	i
Cn1c(C(=O)NC2CCCCCC2)cc2c(=O)n3ccccc3nc21	i
O=C(NC1CCCCC1)N[C@H]1CCN2C(=O)c3cc(-c4ccsc4)ccc3NC(=O)[C@H]12	i
Cc1ccn2cc(-c3ccc(Cl)cc3)nc2c1	i
CCN(Cc1nc(COC)no1)C(=O)Cc1c[nH]c2ccccc12	i
Cc1ccc(C)c(N2CCN(S(=O)(=O)c3ccc(C(=O)N(C)C)s3)CC2)c1	?
CC1CCN(S(=O)(=O)c2cn(CC(=O)Nc3ccc(S(N)(=O)=O)cc3)cn2)CC1	i
Cc1ccccc1Cn1cc(NC(=O)c2cc(-c3ccc(Cl)cc3)on2)cn1	i

Part of the list above, in CSV form:
Compound,ST2 inh
Cc1ccc(-n2c3c(cc(C(=O)Nc4cccc(C)n4)c2=O)C(=O)CC(C)(C)C3)cc1,i
COc1ccc(-c2ccc(CN3CCN(C)CC3)cn2)cc1C,i
CC(=O)NCCOc1ccc(C(=O)N2C[C@@H]3C4CCC(CC4)[C@@H]3C2)cc1,i
COc1cc(C2C3=C(CCCC3=O)NC3=C2C(=O)CCC3)cc(I)c1O,i
Cn1nc(C(=O)NCc2ccccc2)c2c1CCN(C(=O)CCC1CCCCC1)C2,i

Remaining list, next part.
SMILES	ST2 inh
CN(C)CCOC(=O)c1ccc2c(c1)OCCO2	i
COc1ccc(NC(=O)N2Cc3[nH]cnc3C[C@H]2c2nc(-c3ccc(F)c(Cl)c3)no2)cc1	i
O=S(=O)(c1ccc(-c2csc(=Nc3ccccc3)n2CCCO)cc1)N1CCOCC1	39.0%*
Cc1cc(Nc2ccc3c(c2)OCCO3)c2cc(Cl)ccc2n1	?
CCOC(=O)c1c(C)oc2ccc(OCc3ccccc3C)cc12	i
Cc1cccnc1C(=O)N(CC#Cc1ccccc1)CC(C)C	i
NNC(=O)c1ccc(Oc2ccc(C(=O)NN)cc2)cc1	i
O=C(c1cn(CCN2CCCCC2)nn1)N1CCSCC1	i
O=C(CN1C(=O)/C(=C\c2ccc(Cl)cc2)Sc2ccccc21)NC1CCCC1	i
Cc1c(NC(=O)c2ccc(C(C)(C)C)cc2)cccc1[N+](=O)[O-]	i
O=C1N=C(c2ccccc2)C(c2ccccc2)N1 (stereo not given)	i
Cc1cc(Sc2ccccc2NC(=O)Nc2cccc(Cl)c2)n2ncnc2n1	i
COc1ccccc1-c1cc(C(=O)Nc2sc3c(c2C(N)=O)CCCC3)no1	i
CC(C)NC(=O)C1CCC(Cn2c(=O)c3sccc3n(CC(=O)NC3CCCC3)c2=O)CC1 (stereo not given)	i
O=C(CCC1CCN(C(=O)c2ccsc2)CC1)NCc1cccc(C(F)(F)F)c1	i
Cc1cn2c(C(=O)N(C)CC3CCCN(CCc4ccccc4F)C3)csc2n1 (stereo not given)	i
O=C1CC(NCc2ccccc2Cn2cccn2)CN1Cc1ccc(F)cc1 (stereo not given)	i
CCN(c1ccccc1C)S(=O)(=O)c1cc(Cl)ccc1Cl	i
O=C1CCCC2=C1C(c1cccc(Cl)c1)Nc1ccc(C(=O)c3ccccc3)cc1N2 (stereo not given)	?
O=S1(=O)C=CC(Sc2nc3ccccc3[nH]2)C1 (stereo not given)	?
CS(=O)(=O)Cc1ccc(N2C[C@@H]3[C@H](C2)[C@H]2CC[C@@H]3O2)nc1	?
Cn1c(CO)c(-c2ccccc2)c2cc([N+](=O)[O-])ccc21	i
COC(=O)C(C)Sc1nc2c([nH]c3ccccc32)c(=O)n1-c1cccc(OC)c1 (stereo not given)	?
COc1ccccc1OCC(=O)N1CCc2c(cnc(C)c2CNC(=O)C(OC)c2ccccc2)C1 (stereo not given)	?
CCc1cccc(C)c1NC(=O)c1ccc(-c2ccc(Cl)cc2)o1	i

Compounds from the list above containing a CF3 group (4):
SMILES	ST2 inh
CCC(C)NC(=O)CN1C(=O)/C(=C\c2ccc(C(F)(F)F)cc2)Sc2ccccc21 (stereo not given)	i
CO[C@@H]1CO[C@H]2[C@@H]1OC[C@@H]2NC(=O)Nc1cccc(C(F)(F)F)c1	i
NS(=O)(=O)CCCC(=O)N1CCOC(C(F)(F)F)C1 (stereo not given)	i
O=C(CCC1CCN(C(=O)c2ccsc2)CC1)NCc1cccc(C(F)(F)F)c1	i

Further entries follow:
SMILES	ST2 inh
CC(=O)N(CN1C(=O)c2ccccc2S1(=O)=O)CN1C(=O)c2ccccc2S1(=O)=O	i
CC1CCN(C(=O)CSc2nc(-c3cccs3)nc3c2c(=O)n(C)c(=O)n3C)CC1	?
COc1cc(OC)c(NC(=O)N2CCN(Cc3nc4cccnc4n3-c3ccccc3)CC2)cc1Cl	?
Cc1cccc(NC(=O)Nc2c(C)nc3nc(C)[nH]n3c2=O)c1	?
Cc1cc(=O)[nH]c(SC(C(=O)O)c2ccccc2)n1 (stereo not given)	i
COc1cccc(-c2cc(C(=O)N3CC4(C)CC3CC(C)(C)C4)no2)c1 (stereo not given)	i
Cc1nc(SCc2ccccc2F)c2c(=O)n(C)c(=O)n(C)c2n1	?
Cc1nc2ncccn2c1C(=O)N1CC[C@@H](c2ccc3c(c2)OCO3)[C@H](O)C1	?
Cc1sc2ncn(CC(=O)N3CCCC3)c(=O)c2c1S(=O)(=O)N1CC(C)CC(C)C1 (stereo not given)	i
CCOc1ccc(-n2c(SCC(=O)N3CCCc4ccccc43)nc3c(c2=O)SCC3)cc1	i
O=C(Nc1ccc(I)cc1)C1CCN(C(=O)c2cccs2)CC1	i
CCCc1nc(NC(C)=O)c(C#N)c(-c2ccccc2OC)c1CC	i
CC(=O)NC1CCN(c2cc(C)c3cc4c(cc3n2)CCC4)CC1	?
O=C(c1ccco1)C(O)c1ccco1 (stereo not given)	?
O=C(c1ccc2nc3ccccc3c(=O)n2c1)N1CCN(Cc2ccccc2)CC1	i
COc1cccc(C2C(C(=O)OC3CCCCC3)=C(C)Nc3ncnn32)c1OC (stereo not given)	i
Cc1ccc(C(=O)Nc2c3c(nn2-c2ccc(C)cc2C)CSC3)cc1	i
Cc1nc2sc(C(c3ccc(Cl)cc3)N3CC(C)CC(C)C3)c(O)n2n1 (stereo not given)	?
CCCCNC(=O)c1cn(CC(C)C)c(=O)c2cc(OC)c(OC)cc12	i
Cc1cccnc1CN(C)C1CCN(Cc2cccnc2)CC1	i
O=C(Cn1cnc2c(oc3ccccc32)c1=O)N1CCCc2ccccc21	i
COc1ccc(C2=NN(C(=O)CSc3ncccn3)C(c3cccc(OC)c3OC)C2)cc1 (stereo not given)	?
COc1cccc(N2CC(NC(=O)Cc3cccs3)CC2=O)c1 (stereo not given)	i
CC1=CC(=O)C(C(C)C)=C/C1=N\Oc1c([N+](=O)[O-])cc(Cl)cc1[N+](=O)[O-]	62.0%*
COc1ccc2cc3cc(C(=O)Nc4ccc5c(c4)OCO5)oc3nc2c1	?
COc1cccc(C2C(C#N)=C(N)Oc3n[nH]c(-c4ccc5ccccc5c4)c32)c1 (stereo not given)	?
CC1(C(=O)NCc2cccnc2)CCC(=O)N1Cc1ccc(F)cc1Cl (stereo not given)	?
COC(=O)c1ccccc1NC(=O)N1CCC(n2c(C)nc3cccnc32)CC1	i
CCN1c2ccccc2NC2N=C(OC)C(c3ccccc3)C21 (stereo not given)	?
COc1ccc(NC(=O)c2cn(C)c(=O)c3cc(OC)c(OC)cc23)cc1OC	i

Reformatted: entries from further up
> CC(C)[N+](C)(CCOC(=O)C1c2ccccc2Oc2ccccc21)C(C)C
  ST2 inh: i
> O=C(NCc1c(F)cc(F)cc1F)c1ccc2c(c1)N(Cc1ccccc1)C(=O)CS2
  ST2 inh: i

Assay outcomes as filed in PubChem.

Only part of the results is shown. The share of hits here may be higher or lower than overall.
